# Screens as filed in PubChem BioAssay.
# DT40 TDP1 CPT: growth inhibition of DT40 Tdp1-/-;hTDP1 cells with camptothecin (screen for TDP1 inhibitors) | chicken DT40 Tdp1-/-;hTDP1 cells + 20 nM CPT, ATP luminescence, 48 h | Potency, µM (titrated, usually from 46.2 µM), for the others: at the highest dose activity change, negative = growth inhibition, usual class: inhibitors | 420,000 compounds, 12% hits | AID 686979; note: nearly all actives have a fitted effect of over 55% in size
#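 Chicken DT40 Tdp1-/- cells complemented with human TDP1, 400 cells/well, exposed to compounds plus 20 nM camptothecin for at least 48 h at 37 C; viability read as ATP content by CellTiter-Glo luminescence.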
# KAT2A inh: inhibitors of human GCN5L2 histone acetyltransferase. 390,000 compounds, 0.21% hits. AID 504327. Potency, µM (highest dose often 58.9 µM), for the others: at the highest dose activity change, negative = inhibition, hits mostly inhibitors. Q92830. GCN5L2 HAT assay, ThioGlo1 CoA-SH fluorescence
# Target sequence (Q92830 whole entry, looked up): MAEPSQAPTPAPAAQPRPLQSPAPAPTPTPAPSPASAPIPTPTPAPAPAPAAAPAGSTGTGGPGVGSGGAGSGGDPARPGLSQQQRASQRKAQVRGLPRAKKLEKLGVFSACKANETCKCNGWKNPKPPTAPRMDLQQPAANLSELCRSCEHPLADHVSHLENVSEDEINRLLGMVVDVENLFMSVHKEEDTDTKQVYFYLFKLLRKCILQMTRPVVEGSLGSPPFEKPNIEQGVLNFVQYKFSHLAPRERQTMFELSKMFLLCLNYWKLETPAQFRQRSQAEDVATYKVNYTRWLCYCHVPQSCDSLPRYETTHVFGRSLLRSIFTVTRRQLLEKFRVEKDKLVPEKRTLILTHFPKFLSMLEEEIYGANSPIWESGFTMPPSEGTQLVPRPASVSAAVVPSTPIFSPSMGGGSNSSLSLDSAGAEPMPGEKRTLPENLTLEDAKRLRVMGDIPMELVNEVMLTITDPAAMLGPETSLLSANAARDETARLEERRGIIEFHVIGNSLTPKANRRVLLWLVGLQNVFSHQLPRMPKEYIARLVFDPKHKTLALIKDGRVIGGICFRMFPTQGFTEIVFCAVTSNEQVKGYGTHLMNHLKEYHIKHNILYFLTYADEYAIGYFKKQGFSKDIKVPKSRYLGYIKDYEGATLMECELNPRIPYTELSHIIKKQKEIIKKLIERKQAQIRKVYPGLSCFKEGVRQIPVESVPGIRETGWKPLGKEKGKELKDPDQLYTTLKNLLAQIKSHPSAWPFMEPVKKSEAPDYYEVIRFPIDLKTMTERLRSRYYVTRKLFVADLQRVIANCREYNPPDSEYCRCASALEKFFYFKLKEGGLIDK
#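 Preincubate 20nM GCN5L2 with compound 15 min, RT → add 50uM ThioGlo1 + 75uM H3(1-25) + 70uM acetyl-CoA → read fluorescence 0 and 20 min. Primary qHTS; fluorescent artifacts likely.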
# DT40 TDP1 no CPT: qHTS for Inhibitors of human tyrosyl-DNA phosphodiesterase 1 (TDP1): qHTS in cells in absence of CPT; DT40 Tdp1-/- hTDP1 cells, no CPT, ATP luminescence, 48 h; Potency, µM (series often up to 46.2 µM), without a hit: top-dose activity change, negative = growth inhibition, usual class: inhibitors; 420,000 compounds, 15% hits; note: nearly all actives have a fitted effect of over 55% in size
#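 Chicken DT40 Tdp1-/- cells complemented with human TDP1, screened without camptothecin (DMSO vehicle only), 400 cells/well. Compounds pin-transferred, cells incubated at 37 °C for at least 48 hr. Growth read as ATP-dependent luminescence (CellTiter-Glo, 30 min at RT).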
# The depositor's hits bear a star; u = inconclusive; x = no result given; & = joins results of further samples; [ ] = dose if it differs, or a comment. Calls come from the whole dose curve; as a rule, active = well fitted curve in the direction sought with a large enough effect; inconclusive = small, poorly fitted or top-dose-only effect, or another doubt; inactive = no such curve, though single readings can be large; an effect the other way counts as inactive or inconclusive. % is set by controls: 0 for no effect and ±100 for the full control effect; potency is the fitted concentration of half-maximal effect. No enrichment for hits (roughly 18% active in at least one column).
SMILES,DT40 TDP1 CPT,KAT2A inh,DT40 TDP1 no CPT
O=C(CCCC(=O)c1ccc(O)cc1)c1ccc(O)cc1,-24.2%,-3.8%,u
Cc1ccc(Cn2c(SCc3ccc(C(=O)NC4CCCCC4)cc3)nc3ccncc32)cc1,u,-7.3%,20.6µM*
CCC1CCCCN1C(=O)CSc1nc(N)cc(=O)[nH]1 (stereo not given),15.3%,1.0%,22.1%
CCCCNCC(O)(c1ccc(Cl)cc1)c1ccc(Cl)cc1,14.6µM*,0.3%,23.1µM*
CCn1cc(CN2CCC(n3nccc3NC(=O)CCCc3ccccc3)CC2)cn1,-1.0%,-17.7%,1.6%
O=C(NCC1CCC2(CCN(Cc3ccc4ncccc4c3)CC2)O1)C1CCCO1 (stereo not given),-7.1%,x,-13.5%
Cc1ccc(NC(=O)CCCn2nc(C)c3c(C)n(-c4ccccc4)nc3c2=O)cc1Cl,-11.6%,-1.7%,-20.7%
O=C(N/N=C/c1ccccc1)c1cc[n+]([O-])cc1,-3.2%,-1.5%,-17.0%
CCN1CCN(C(=O)c2ccc3c(=O)n(CCC4=CCCCC4)c(=O)[nH]c3c2)CC1,u,-3.6%,u
COc1ccc(N2CCN(CCCNC(=O)CCC(=O)N3CCOc4ccc(Cl)cc43)CC2)cc1,u,-6.0%,u
Cc1ccc(C)c(NC(=O)CSc2nnc([C@@H]3CCCN3C(=O)OC(C)(C)C)o2)c1,-17.6%,-0.4%,-16.5%
CC(=O)OC(C(=O)NCc1ccco1)c1ccncc1 (stereo not given),-21.5%,-0.5%,-5.1%
COCCn1c(C)cc(C2=NNC(=NC3CC3)SC2)c1C,u,-4.1%,u
N#C/C(=C\c1c(N(Cc2ccccc2)Cc2ccccc2)nc2ccccn2c1=O)C(N)=O,u,-2.4%,u
CC(C)NC(=O)CCCc1cn(C)c2ccccc12,-14.9%,-3.8%,-4.9%
CCn1cc(C(=O)NCC2CCCO2)c(=O)c2cc(F)c(N3CCN(C)CC3)cc21 (stereo not given),20.4%,-1.2%,-20.1%
O=C1NCCN/C1=C\C(=O)c1ccc(F)cc1,0.7%,-8.0%,-5.2%
Cc1ccc(S(=O)(=O)c2nc(-c3cccs3)oc2SCC(N)=O)cc1,-2.1%,-10.1%,-12.5%
O=S1(=O)c2ccccc2OC(COCc2ccccc2)CN1C1CC1 (stereo not given),18.4µM*,-5.2%,18.4µM*
OCCCc1nc2ccccc2n1CCCCOc1ccccc1,u,-11.3%&-5.8%,u
Cc1cc(C)nc(/N=C(\N)Nc2ccc(OCc3ccccc3)cc2)n1,11.6µM*,19.6%,11.6µM*
CC(=O)C1=C(C)NC(SCC(N)=O)=C(C#N)C1c1ccco1 (stereo not given),26.1%,-7.0%,19.7%
Cc1cccc(Nc2nc(N)nc(CN3CCN(c4ccccc4F)CC3)n2)c1,-25.5%,x,u
CCc1c(O)nc(SCC(=O)Nc2ccccc2)n(-c2ccccc2C)c1=O,-0.1%,x,-15.6%
COc1cccc(C(C)(O)c2nc(-c3ccc(F)cc3OC)cs2)c1 (stereo not given),23.1µM*,x,u

# The last 2 records of the section above lead into the next.
SMILES,DT40 TDP1 CPT,KAT2A inh,DT40 TDP1 no CPT
CCc1c(O)nc(SCC(=O)Nc2ccccc2)n(-c2ccccc2C)c1=O,-0.1%,x,-15.6%
COc1cccc(C(C)(O)c2nc(-c3ccc(F)cc3OC)cs2)c1 (stereo not given),23.1µM*,x,u
CCOC(=O)N1CCN(C(=O)C[C@@H]2C[C@@]3(C(=O)OCC)CCC=C3N(Cc3cccc4ccccc34)C2=O)CC1,u,x,16.4µM*
COc1ccc(CCNC(=O)c2cc3c(=O)n4cccc(C)c4nc3s2)cc1OC,0.2%,-8.9%,u
NC(=O)CSc1nnc(Cc2cccs2)n1C1CCCCC1,-0.2%,0.0%,22.4%
COc1ccc(OC)c(NC(=O)c2cc(=O)c3c(C)cc(C)cc3o2)c1,-5.6%,-8.5%,u
O=C1c2ccccc2C2NC(=O)C3(CCCCC3)N12 (stereo not given),-7.1%,1.3%,-17.8%
CSc1ccc(/C=N/N2CCN(Cc3ccccc3Cl)CC2)cc1,-24.1%,-7.8%,-23.9%
CC(=O)O[C@H]1C2OC(=O)C(C)=C2[C@@H]2OC(=O)[C@]3(CCC4OC41C)OC23 (stereo not given in full),14.6µM*,2.0%,u
Cc1ccsc1C(=O)OCC(=O)NCC1CCCO1 (stereo not given),-24.2%,-0.5%,-17.6%
O=C(Nc1cccc(C(=O)Nc2ccc(Cl)cn2)c1)c1ccccc1,u,-13.9%,-18.5%
CCOc1cc(CNCCCN2CCOCC2)ccc1OCC(=O)Nc1cccc2ccccc12,23.1µM*,-0.9%,3.66µM*
COc1ccc(S(=O)(=O)N2CCOCC2)cc1NC(=O)COc1ccc(C(C)=O)cc1OC,-15.2%,-2.0%,u
Cc1ccc([C@@H]2[C@@H]3C(=O)N(c4ccccc4)C(=O)[C@@H]3[C@]3(Cc4ccccc4)C(=O)N(CC4CC4)CC(=O)N23)o1,-4.3%,-9.5%,13.0%
Clc1cccc(Cl)c1Cn1cnc2c(N3CCCCCC3)ncnc21,18.4µM*,-9.7%,10µM*
CCN(CC)S(=O)(=O)c1ccc2c(c1)nc(-c1ccccn1)n2C,-22.3%,-3.0%,u
O=C(NCc1ccco1)c1ccccc1NS(=O)(=O)c1cccs1,-0.8%,-1.5%,-15.6%
CCCCC(=O)NC(c1ccc(OC)c(OC)c1)c1c(O)ccc2ccccc12 (stereo not given),-6.7%,0.9%,-13.9%
CC(C)NC(=O)C1COc2ccccc2O1 (stereo not given),-4.7%,-0.8%,-10.4%
CC/C=C\C[C@H]1C(=O)CC[C@@H]1CC(=O)O,-0.3%,x,0.1%
CSc1nc(Nc2ccc(F)cc2)cc(-c2ccccc2)n1,14.6µM*,-14.9%,23.1µM*
O=C(CCc1ccccc1)NN1C(=O)C2C3C=CC(C3)C2C1=O (stereo not given),-4.0%,-12.1%,-6.3%
COC(=O)C1=C(C)N(Cc2ccco2)C(=O)/C1=C\c1ccc([N+](=O)[O-])cc1,16.4µM*,-8.5%,u
CCN(C(=O)C(C)N1C(=O)/C(=C/c2cccs2)SC1=S)C1CCS(=O)(=O)C1 (stereo not given),u,-8.3%,u
CCCCN(C)C(=O)c1nc2ccccn2c1CNCCCn1nnc2ccccc21,-9.9%,2.2%,3.6%
Cc1ccc(NC(=O)C2CCCN2S(=O)(=O)c2cccc3cccnc23)cc1 (stereo not given),u,1.2%,u
Cc1c(C=C(C#N)c2ccc([N+](=O)[O-])cc2)c(=O)n(-c2ccccc2)n1C,u,x,u
# Next part.
SMILES,DT40 TDP1 CPT,KAT2A inh,DT40 TDP1 no CPT
O=C(O)/C(=C\c1cccs1)c1ccccc1,7.0%,2.0%,-8.1%
Cc1ccc(C(=O)Nc2ccc(NC(=O)c3ccco3)c(C)c2)cc1,-4.5%,-2.7%,-18.1%
CS(=O)(=O)N1CCC(C(=O)NNC(=O)Nc2ccc(F)c(Cl)c2)CC1,-8.9%,0.5%,-7.5%
O=C(CCC1CCCC1)Nc1ccon1,2.4%,4.1%,-21.4%
O=C(Nc1ccc(C(=O)O)cc1)/C(=C\C=C\c1ccccc1)NC(=O)c1ccc(Br)cc1,30.2%[activator],u,12.1%
COc1ccc(-c2nn(CCC(=O)O)cc2/C=C2\SC(N)=NC2=O)cc1,-3.2%,0.7%,3.8%
O=C1CC(N2CCN(Cc3ccc4c(c3)OCO4)CC2)C(=O)N1CCc1ccccc1 (stereo not given),12.6µM*,-0.6%,u
Cc1ccc(/C=C/C(=O)c2ccccc(=O)c2O)cc1C,23.1µM*,-3.3%,13µM*
Cc1ccc(S(=O)(=O)Cc2nc3ccccc3c(=O)[nH]2)cc1,-11.8%,0.7%,u
CCOC(=O)c1c(C)nc2sc3c(=O)n(-c4ccc(OC)cc4)cnc3c2c1-c1ccc(OC)cc1,u,-9.9%,u
CCCN1C(=O)c2ccc(C(=O)NCc3ccco3)cc2C1=O,-15.9%,-1.0%,0.9%
COc1ccc(NC(=O)c2ccc(NC(=O)CN3CCN(c4ccccc4O)CC3)cc2)cc1,18.4µM*,x,18.4µM*
Cc1nc2ccc(Br)cc2c2c1CC(CO)O2 (stereo not given),-5.9%,9.7%,2.0%
Cc1cc(C)n(C2CC(=O)N(c3ccc(Cl)c(Cl)c3)C2=O)n1 (stereo not given),35.3%[activator],2.2%,2.0%
CN1/C(=C/C(=O)c2ccc(Cl)cc2)Sc2cc3c(cc21)OCO3,-3.9%,-8.4%,-28.1%
c1ccc(N2CCN(Cc3cccn3-c3nnc(N4CCN(C5CCCCC5)CC4)s3)CC2)cc1,-5.7%,12.4%,-5.0%
CCOC(=O)c1cc(=O)n2nc(-c3ccccc3F)nc2s1,u,-1.3%,23.1µM*
CCOC(=O)c1nnn(-c2nc(N3CCCC3)nc(N3CCCC3)n2)c1-c1ccccc1,18.4µM*,-5.2%,u
CCCc1cc(=O)n2[nH]c(NCc3ccccc3F)nc2n1,-2.3%,-12.1%,0.8%
O=C(NNc1nc(-c2ccccc2)c2cc(Br)ccc2n1)c1ccc(S(=O)(=O)N2CCOCC2)cc1,u,-9.4%,u
Cc1ncc(CO)c(/C=N/NC(=O)c2cc(Br)ccc2O)c1O,16.4µM*,-5.4%,16.4µM*
O=C(Nc1cccc(Cl)c1)c1ccc(-n2cncn2)c([N+](=O)[O-])c1,u,1.5%,u
Cc1n[nH]c(=S)n1-c1cccc(Cl)c1,-4.0%,-1.7%,1.1%
O=C(Cn1nc(-c2ccccc2)c2ccccc2c1=O)NCCO,10.0%,-19.0%,3.1%
CCOP(=O)(OCC)C(NC(=O)Nc1c(C)cc(C)cc1C)c1ccccc1 (stereo not given),-0.9%,-10.0%,-22.6%
# (continued)
SMILES,DT40 TDP1 CPT,KAT2A inh,DT40 TDP1 no CPT
CO[C@H]1[C@@H](O)[C@H](N)[C@@H](O[C@H]2O[C@H]([C@H](C)N)CC[C@H]2N)[C@H](O)[C@@H]1N(C)C(=O)CN,-2.5%,x,-9.3%
O=C(OCC(=O)N1CCOCC1)c1ccc[nH]c1=O,2.2%,-2.4%,-1.1%
CCOC(=O)CSc1nc2sc(C)c(C)c2c(=O)[nH]1,u,-1.2%,-10.5%
Cn1cncc1C#Cc1ccc2cc(C(C)(C)O)oc(=O)c2c1,-23.1%,-3.2%,-20.6%
Cc1c(NC(=O)c2cccs2)cccc1NC(=O)c1cccs1,2.6%,1.5%,-2.1%
CCOC(=O)c1ccc(NC(=O)CN2C(=O)NC3(CCCCCCC3)C2=O)cc1,14.6µM*,-1.8%,u
COc1cccc(N2CCN(c3nc(C)cc(=O)[nH]3)CC2)c1,0.0%,-0.7%,-3.8%
N#Cc1nc(-c2ccccc2)oc1N1CCC(C(N)=O)CC1,3.9%,-3.8%,-1.2%
CCCCC(=O)N1CCCC(C(=O)OCC)C1 (stereo not given),0.5%,0.1%,-6.5%
COCCN(C(=O)COC(=O)CCc1c[nH]c2ccccc12)c1c(N)n(Cc2ccccc2)c(=O)[nH]c1=O,4.8%,-6.0%,7.5%
COc1ccccc1CNC(=O)c1cnc2sccn2c1=O,-12.1%,-4.7%,-9.5%
CN1CCN(CC(=O)Nc2nc3ccccc3s2)CC1,-0.8%,0.6%,-23.3%

# Compounds listed so far containing a Cl atom (11):
SMILES,DT40 TDP1 CPT,KAT2A inh,DT40 TDP1 no CPT
CCCCNCC(O)(c1ccc(Cl)cc1)c1ccc(Cl)cc1,14.6µM*,0.3%,23.1µM*
Cc1ccc(NC(=O)CCCn2nc(C)c3c(C)n(-c4ccccc4)nc3c2=O)cc1Cl,-11.6%,-1.7%,-20.7%
COc1ccc(N2CCN(CCCNC(=O)CCC(=O)N3CCOc4ccc(Cl)cc43)CC2)cc1,u,-6.0%,u
CSc1ccc(/C=N/N2CCN(Cc3ccccc3Cl)CC2)cc1,-24.1%,-7.8%,-23.9%
O=C(Nc1cccc(C(=O)Nc2ccc(Cl)cn2)c1)c1ccccc1,u,-13.9%,-18.5%
Clc1cccc(Cl)c1Cn1cnc2c(N3CCCCCC3)ncnc21,18.4µM*,-9.7%,10µM*
CS(=O)(=O)N1CCC(C(=O)NNC(=O)Nc2ccc(F)c(Cl)c2)CC1,-8.9%,0.5%,-7.5%
Cc1cc(C)n(C2CC(=O)N(c3ccc(Cl)c(Cl)c3)C2=O)n1 (stereo not given),35.3%[activator],2.2%,2.0%
CN1/C(=C/C(=O)c2ccc(Cl)cc2)Sc2cc3c(cc21)OCO3,-3.9%,-8.4%,-28.1%
O=C(Nc1cccc(Cl)c1)c1ccc(-n2cncn2)c([N+](=O)[O-])c1,u,1.5%,u
Cc1n[nH]c(=S)n1-c1cccc(Cl)c1,-4.0%,-1.7%,1.1%
